# Screens: PubChem BioAssay, several laboratories
# BCLXL inh: inhibitors of human Bcl-xL, primary screen, biochemical, fluorescence polarization, HTS; Bcl-2-like protein 1 (Homo sapiens), Q07817; GST-Bcl-xL / FITC-Bim BH3 peptide fluorescence polarization; inhibition, % at 10.9 µM; 0.7% of 320,000 active; AID 2129, 2009;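 active = inhibition above the mean of all tested compounds plus 3 SD, cutoff set per campaign, cut at about 30% in these data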;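 note: 0% = DMSO wells and 100% = unlabeled Bim-BH3 peptide competitor; inhibitors lower millipolarization by displacing the labeled peptide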
# MEX-5 binding: MEX-5 zinc finger RNA-binding disruptors – biochemical, C. elegans, fluorescence polarization, MLPCN library, primary screen; Zinc finger protein mex-5 (Caenorhabditis elegans), Q9XUB2; MEX-5/FITC-TCR2 RNA binding; hits give low values; activity score (negative = inhibition of binding), % at 10 µM; 0.38% of 300,000 active; AID 1832, 2009;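 active = inhibition past about -25% in most replicates, and total fluorescence under double the plate's negative control median, limit read from the data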;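 note: 0% = DMSO and -100% = 5 µM competing unlabeled TCR2 RNA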
# Target sequence (Q9XUB2 whole entry, looked up): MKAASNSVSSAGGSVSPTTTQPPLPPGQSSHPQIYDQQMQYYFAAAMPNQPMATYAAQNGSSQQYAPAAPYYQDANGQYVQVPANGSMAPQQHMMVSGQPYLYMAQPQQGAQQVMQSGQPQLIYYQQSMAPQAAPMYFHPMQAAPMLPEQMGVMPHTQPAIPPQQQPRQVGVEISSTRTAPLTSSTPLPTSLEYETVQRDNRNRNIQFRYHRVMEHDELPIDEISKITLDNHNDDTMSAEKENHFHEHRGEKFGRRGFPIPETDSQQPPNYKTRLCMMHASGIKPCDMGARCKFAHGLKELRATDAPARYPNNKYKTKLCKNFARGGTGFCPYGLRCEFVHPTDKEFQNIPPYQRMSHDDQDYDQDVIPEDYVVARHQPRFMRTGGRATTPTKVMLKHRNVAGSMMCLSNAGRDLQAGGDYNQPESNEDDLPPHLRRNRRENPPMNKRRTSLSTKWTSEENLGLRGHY
# GRK2 aptamer HTS: compounds blocking aptamer binding on GRK2 – biochemical, human GRK2, bead flow cytometry, HTS, primary screen. Beta-adrenergic receptor kinase 1 (Homo sapiens), P25098. FAM-aptamer displacement from GRK2. inhibition of aptamer binding, % at 10 µM. 0.59% of 330,000 active. AID 488847, 2010;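 active = inhibition of aptamer binding above 40%, roughly 3 SD of noise, on plates passing a quality check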;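 note: median bead fluorescence of bound FAM aptamer so fluorescent compounds give negative values; no value below 0 was filed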
# AGP1 TOR yeast: modulators of AGP1-GFP expression in yeast TOR pathway, primary screen, cell-based, multiplex flow cytometry, S. cerevisiae, MLPCN library. GFP response vs DMSO, % at 10 µM. 3 h; GFP as percent of DMSO wells. 0.02% of 320,000 active;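 active = GFP response relative to DMSO above a set limit, near screen average plus 3 SD, cut at about 150% in these data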;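 note: median GFP channel fluorescence of the gated AGP1 strain per well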
# GLD-1 TGE inh: GLD-1/TGE RNA complex disruptors, primary screen, biochemical, fluorescence polarization | Female germline-specific tumor suppressor gld-1 (Caenorhabditis elegans), Q17339 | purified GLD-1 + fluorescein TGE RNA | inhibition, % at 5.96 µM | 0.44% of 320,000 active | AID 2280, 2010;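 active = percent inhibition above a per-plate cutoff, the plate mean of test compounds plus 3 SD, cut at about 30% in these data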;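 note: 0% = DMSO wells with GLD-1 and probe and 100% = wells lacking GLD-1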
# Target sequence (Q17339 whole entry, looked up): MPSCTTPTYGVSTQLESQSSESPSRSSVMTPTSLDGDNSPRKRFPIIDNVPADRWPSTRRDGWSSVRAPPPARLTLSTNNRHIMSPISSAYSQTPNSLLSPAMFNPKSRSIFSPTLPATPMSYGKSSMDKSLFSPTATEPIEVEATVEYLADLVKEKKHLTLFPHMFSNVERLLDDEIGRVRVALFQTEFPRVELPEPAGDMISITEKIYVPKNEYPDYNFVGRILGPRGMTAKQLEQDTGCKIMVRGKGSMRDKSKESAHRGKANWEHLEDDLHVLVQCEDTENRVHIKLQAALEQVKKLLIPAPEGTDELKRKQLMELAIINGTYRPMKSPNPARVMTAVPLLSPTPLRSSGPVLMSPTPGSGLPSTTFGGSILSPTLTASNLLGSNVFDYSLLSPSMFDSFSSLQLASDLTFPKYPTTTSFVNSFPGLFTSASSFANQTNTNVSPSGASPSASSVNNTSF
# CIT2 TOR yeast: modulators of CIT2-GFP expression in yeast, primary screen, S. cerevisiae, GFP fusion, multiplex flow cytometry, MLPCN library | S. cerevisiae CIT2-GFP strain, 3 h; 100 means same as DMSO wells | GFP response vs DMSO, % at 10 µM | AID 2029, 2009 | 0.065% of 320,000 active;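 active = GFP response relative to DMSO above a set limit, near the screen mean plus 3 SD, cut at about 150% in these data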;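 note: ratio of well median GFP fluorescence to mean of DMSO wells on the plate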
# MCL1 BIM primary: inhibitors of MCL1 binding to BIM-BH3, primary screen, biochemical, fluorescence polarization; GST-MCL1 / FITC-Bim-BH3 fluorescence polarization; 0.68% of 320,000 active; inhibition, % at 10.9 µM; AID 2057, 2009;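 active = inhibition above the mean inhibition of all tested compounds plus 3 SD, set per campaign, cut at about 40% in these data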;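 note: 0% = DMSO wells and 100% = unlabeled Bim-BH3 peptide control; higher means more loss of mP so more displacement of Bim peptide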
# VLA-4 inh: inhibition in human VLA-4 binding assay, primary screen, VLA-4 allosteric modulator project, MLPCN library, flow cytometry, VLA-4 expressing cells | ligand binding flow cytometry | inhibition, % (about 7 µM as worked out from the volumes in the protocol) | 0.2% of 330,000 active | Integrin alpha-4 (Homo sapiens), P13612; in the data active = inhibition above about 50%
# Fam108B inh: mouse Fam108B serine hydrolase inhibitors, primary screen, counter-screen for RBBP9 inhibitor project, biochemical, fluorescence polarization; recombinant Fam108B, FP-Rh probe fluorescence polarization; inhibition, % at 9.51 µM; 0.33% of 300,000 active;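 active = inhibition above the screen mean inhibition plus 3 SD, computed separately per campaign, cut at about 18% in these data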;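 note: inhibitors lower polarization as less probe binds the enzyme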
# An asterisk follows results filed as active; . = not tested or not shown; [ ] = dose if it differs, or a comment.
cpd	SMILES	BCLXL inh	MEX-5 binding	GRK2 aptamer HTS	AGP1 TOR yeast	GLD-1 TGE inh	CIT2 TOR yeast	MCL1 BIM primary	VLA-4 inh	Fam108B inh
1	Cc1cc(N2CCOCC2)n2ncc(-c3ccc(Cl)cc3)c2n1	5	.	0	96	3	88	7	1	3
2	COC(=O)c1ccsc1NC(=O)c1ccccc1	2	-0.8	2	105	1	102	0	-21	3
3	O=C(CCCn1c(=O)[nH]c2cc(Cl)ccc2c1=O)NCCCN1CCN(c2ccc(F)cc2)CC1	5	1.6	0	101	5	103	-1	-5	0
4	Cc1cc(C)cc(SCc2noc(C(=O)NCCCN3CCOCC3)c2C(=O)NCCCN2CCOCC2)c1	2	3.2	0	104	6	96	1	25	2
5	Brc1ccc(/C=N/Nc2ncnc3c2cnn3Cc2ccccc2)cc1	0	-0.7	0	91	3	93	1	12	1
6	CN(C)CCSc1nnc(-c2ccccc2)o1	2	0.9	2	101	4	104	3	11	0
7	Cc1onc(-c2c(Cl)cccc2Cl)c1C(=O)ONC(=O)c1cc(C(F)(F)F)cc(C(F)(F)F)c1	2	-4.1	2	93	1	88	4	10	5
8	O=[N+]([O-])c1ccc2nc(-[n+]3c(-c4ccccc4)cc(-c4ccccc4)cc3-c3ccccc3)[nH]c2c1	-2	-1.2	0	97	0	93	3	-6	0
9	COc1ccc(OC)c(-n2c(SCC(N)=O)nnc2-c2c[nH]c3ccccc23)c1	-10	-1.1	0	106	1	105	2	-13	1
10	CSc1nc(O)c(/C=C2\C=Nc3ccccc32)[nH]1	8	1.1	0	107	-9	103	9	20	2
11	O=C(O)CC(CC(=O)Nc1ccccc1C(=O)O)c1ccccc1 (centres undefined)	2	1.6	1	104	0	100	-7	-2	3
12	COCc1cc(CN2CCN(CCc3ccccc3)C(CCO)C2)ccc1OC (centres undefined)	-2	-2.2	2	111	4	103	-4	2	-2
13	Cc1ccc(NC(=O)NCc2ccccn2)cc1	5	0.2	0	95	1	111	15	7	0
14	C[C@H](NC(=O)c1ccco1)C(=O)Nc1ccc(C#N)cc1	-4	1.5	2	102	3	106	-1	6	3
15	CCCCCCCCc1nc(=S)[nH][nH]1	-2	-2.3	2	103	7	95	20	26	4
16	CCOCCCNC(=O)C(c1ccc(OC)cc1)N(Cc1cccs1)C(=O)c1ccccn1 (centres undefined)	7	.	3	108	4	94	-2	-5	-2
17	O=S(=O)(c1ccc2c(c1)OCCO2)N1CCN(Cc2ccc3c(c2)OCO3)CC1	-2	-0.3	6	101	-7	102	4	14	6
18	CCNc1ccc(Br)cc(C(=O)/C=C/c2c(Cl)cccc2Cl)c1=O	-22	-1.5	17	96	-15	96	-50	-154	18
19	COC(=O)CNc1nc(-c2ccccc2F)nc2ccccc12	-1	0.1	0	95	5	109	-2	1	2
20	O=C(O)C1CCCCC1C(=O)NCCCN1CCOCC1 (centres undefined)	6	-1.5	0	102	-3	111	2	8	5
21	CSc1ccccc1NC(=O)c1cnccn1	-1	0.1	1	94	-4	98	5	-10	0
22	Cc1ccc(C(=O)NCCSc2c(C)[nH]c3ccccc23)cc1[N+](=O)[O-]	1	2.6	2	98	2	99	2	-7	-2
23	O=C(CSc1nnc(-c2ccncc2)n1Cc1ccco1)Nc1nccs1	9	-1.1	5	97	8	94	11	1	-1
24	Cc1ccccc1OCC(=O)N/N=C/c1sc(=O)n(Cc2cccc(C(=O)O)c2)c1Cl	6	0.3	0	107	0	103	7	-21	1
25	CN(C)c1ccc(-c2c(-c3ccc4c(c3)OCO4)noc2-c2ccsc2)cn1	0	-1.1	0	71	3	62	-3	-6	-6
26	Cc1cc(NC(=O)CSCC(=O)Nc2cccc(S(=O)(=O)N3CCCCCC3)c2)no1	3	0.5	0	109	0	93	1	0	0
27	COC(=O)c1sc2nc(SCC(=O)N(C)c3ccccc3)n(N)c(=O)c2c1C	-1	4.1	0	97	-9	97	-10	6	-2
28	CCn1ncc(Br)c1C(=O)Nc1cc(C(=O)OC)ccc1C(=O)OC	4	-0.7	0	99	-2	101	-1	-12	1
29	Cc1ccc(S(=O)(=O)O/N=C2/CCCc3occc32)cc1	5	0.3	1	108	0	94	10	7	1
30	COc1ccccc1N(C(=O)CNC(=O)c1ccco1)C(C(=O)NC1CCCC1)c1ccco1 (centres undefined)	4	-0.6	0	105	-5	103	4	2	5
31	CCOc1ccc(NC(=O)/C(C#N)=C/c2cn(CC(=O)O)c3ccccc23)cc1	.	-0.2	0	105	.	103	.	-5	.
32	CN(C)S(=O)(=O)c1cccc(C(=O)Nc2ccc(S(=O)(=O)N3CCCC3)cc2)c1	2	0.9	3	88	0	83	0	-14	0
33	O=S(=O)(CCSc1ccc(C(F)(F)F)cn1)c1ccccc1	6	0.7	3	110	-1	96	5	1	-2
34	O=C(O)/C=C/c1cnc[nH]1	4	-1.0	0	92	5	90	8	9	-2
35	O=C(CSc1ccccn1)Nc1ccc2c(c1)OCCO2	5	0.9	1	99	7	99	4	5	0
36	O=C(CSc1ccc(Cl)cc1)NC(=O)NCc1ccco1	2	1.5	0	96	5	86	4	0	-2
37	COc1cccc(NC(=S)NC(=O)Cc2ccccc2)c1	6	-1.1	16	97	7	92	6	-8	3
38	COc1ccc(-c2nc(C#N)c(N3CCN(C(=O)c4ccco4)CC3)o2)cc1OC	5	-3.0	1	108	0	108	8	7	-2
39	Cc1ccc(C(=O)c2sc3nsc(C)c3c2N)cc1	-9	-9.8	2	98	-3	96	-13	18	-3
40	Cc1cccnc1Nc1nc(-c2ccc(O)cc2O)cs1	3	-5.7	0	81	0	78	7	2	18*
41	Cc1cc(=O)oc2cc(OCC(=O)NC3CCCCC3)ccc12	2	-6.4	0	99	-2	103	7	6	-3
42	CN1CCN(c2ccc(S(=O)(=O)N3CCCCC3)cc2NC(=O)Cc2ccc(Cl)cc2)CC1	3	2.3	0	100	-4	88	-3	15	0
43	Cc1ccsc1/C=N/NC(=O)c1nnn(-c2nonc2N)c1-c1ccc2c(c1)OCO2	3	-2.6	2	104	-5	99	5	4	5
44	CN(C(=O)COc1ccc(Cl)cc1)C1(C)CCS(=O)(=O)C1 (centres undefined)	-3	1.8	2	99	-8	97	-1	11	-5
45	Cc1nn(CC(=O)NCc2cccs2)c(=O)c2nn(-c3ccccc3)c(C)c12	10	-0.7	10	107	-1	101	6	7	4
46	CC(=O)N1N=C(c2ccccc2)CC1c1cccc([N+](=O)[O-])c1 (centres undefined)	3	1.1	0	101	1	108	1	-15	-4
47	O=C(NCCN1CCOCC1)c1ccc(N2CCCC2)c([N+](=O)[O-])c1	5	1.3	2	103	2	106	4	-6	-3
48	O=C(Oc1ccc2cccc(OC(=O)N3CCOCC3)c2c1)N1CCOCC1	3	1.0	0	89	0	88	4	2	-1
49	COc1ccc(-c2c(C)nn3c(C)cc(C)nc23)cc1	4	-1.6	0	96	9	102	10	14	3
50	COc1ccc(C(=O)N/C(=C/c2cccnc2)C(=O)N2CCOCC2)cc1OC	7	0.7	0	105	4	104	4	-6	0
51	Cc1cc2c(OCC(O)CN3CCCCC3)cccc2[nH]1 (centres undefined)	6	-1.1	0	105	4	105	2	-3	-5
52	CCOC(=O)c1sc(NC(=O)c2ccco2)nc1C	8	1.3	0	99	7	107	7	39	-1
53	C=CCn1nnnc1SCC(=O)Nc1cccc(C(F)(F)F)c1	-3	-0.2	4	109	11	108	-11	10	3
54	CCOC(=O)Cc1csc(NC(=O)CSc2nnc(-c3ccncc3)o2)n1	3	0.6	0	93	3	97	5	5	2
55	COc1ccc(COCC(O)CN(Cc2ccco2)Cc2ccccc2O)cc1 (centres undefined)	-1	-0.2	3	101	4	99	-1	17	0
56	C/C(=C\c1ccccc1)C1NC(=O)c2c(sc3c2CCCC3)N1 (centres undefined)	5	-1.1	0	104	3	107	14	5	-2
57	CCOC(=O)c1c(NC(=O)CN2CCOCC2)sc2c1CCCC2	2	2.0	1	97	0	90	8	9	-1
58	CCN(CC)CCCNC(=O)c1ccccc1C	8	-0.1	0	97	5	97	0	14	3
59	O=C(COC(=O)CNC(=O)c1ccc(Cl)cc1Cl)NNC(=O)c1ccccc1	-4	.	0	101	2	102	-12	12	.
60	O=C(COC(=O)c1cc(=O)[nH]c2ccccc12)Nc1ccc(Cl)cn1	7	-2.6	1	103	8	103	3	-3	-2

# Single records, as listed above. Order of screens: BCLXL inh	MEX-5 binding	GRK2 aptamer HTS	AGP1 TOR yeast	GLD-1 TGE inh	CIT2 TOR yeast	MCL1 BIM primary	VLA-4 inh	Fam108B inh
# Results for COc1ccc(COCC(O)CN(Cc2ccco2)Cc2ccccc2O)cc1 (centres undefined) : -1	-0.2	3	101	4	99	-1	17	0
# Results for CCOC(=O)c1sc(NC(=O)c2ccco2)nc1C : 8	1.3	0	99	7	107	7	39	-1

# Carrying on:
cpd	SMILES	BCLXL inh	MEX-5 binding	GRK2 aptamer HTS	AGP1 TOR yeast	GLD-1 TGE inh	CIT2 TOR yeast	MCL1 BIM primary	VLA-4 inh	Fam108B inh
61	O=C(NCC(=O)N(Cc1ccc(F)cc1)C(C(=O)NCC1CCCO1)c1ccccc1)c1ccco1 (centres undefined)	-3	-0.8	1	108	-1	111	-6	11	-1
62	O=C(Cn1nc(-c2cccc(Cl)c2)ccc1=O)NCC1COCCO1 (centres undefined)	1	0.1	1	110	-2	95	1	7	0
63	Cc1cc(N2CCOCC2)ccc1/C=C1\NC(=O)N(Cc2ccccc2)C1=O	-4	-10	0	109	-4	102	-2	-4	4
64	Cc1c(O)c(=O)ccn1Cc1ccccc1	1	1.1	.	.	-1	.	10	.	1
65	CCCC(=O)c1ccc(N2CCCCC2)c(F)c1	1	-0.8	0	98	-4	95	4	3	-1
66	COc1ccc(-c2ccccc2)cc1NCc1ccccc1C	5	1.2	0	96	5	99	-8	2	2
67	O=C(Cn1c(=O)oc2cc(S(=O)(=O)N3CCCC3)ccc21)Nc1ccccc1Br	1	0.8	7	82	-4	88	-1	7	-3
68	Cc1ccc(/C=N/n2c(-c3cccc(Cl)c3)n[nH]c2=S)o1	-27	2.0	.	99	8	88	-15	-2	-1
69	Cc1ccc(NC(=O)CSc2nc3[nH]ncc3c(=O)[nH]2)cc1	5	0.8	3	98	6	114	13	2	1
70	CCCN(CC(=O)Nc1ccccc1C)C(=O)C1CCN(S(=O)(=O)c2ccccc2C(F)(F)F)CC1	1	-0.2	0	115	10	119	0	-5	-2
71	CC1(C)NC(=O)N(CCOCCOc2ccccc2)C1=O	2	-1.6	1	95	1	93	-2	6	1
72	Cc1ccc(C)c(SCC(=O)NNC(=O)c2csc(N3CCOCC3)n2)c1	5	-3.3	0	106[may fluoresce green]	10	109[may fluoresce green]	5	6	1
73	Cc1cccc(-n2nnnc2SCC(=O)c2cc(C)n(Cc3ccco3)c2C)c1	5	2.0	0	98	3	97	0	30	-13
74	COc1ccc(C)cc1NC(=O)CN(Cc1nnc(-c2ccc(Cl)cc2)o1)C1CCCC1	2	0.6	2	110	1	94	0	-10	-2

# An unsorted share of the library, and some 2.2% of all compounds hit somewhere here.
